Compound activity deposited in PubChem BioAssay by National Center for Advancing Translational Sciences (NCATS).
KAT2A inh – blocks human GCN5L2 histone acetyltransferase; actives 0.21% (n = 390,000); Potency, µM (highest dose often 58.9 µM), for the others: at the highest dose activity change, negative = inhibition, actives largely listed as inhibitors; GCN5L2 HAT assay, ThioGlo1 CoA-SH fluorescence
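Free CoA generated was detected with ThioGlo1 (50uM) fluorescence at Ex340nm/Em540nm, read immediately and after 20 min at room temperature. Enzyme, 20 nM in HEPES pH 7.5 buffer, saw compounds 15 min before adding 75uM H3(1-25) peptide and 70uM acetyl-CoA.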
DT40 TDP1 CPT – DT40-hTDP1 cell growth loss with CPT; Potency, µM (series often up to 46.2 µM), for inactives: at the highest dose activity change, negative = growth inhibition, actives largely listed as inhibitors; actives 12% (n = 420,000); chicken DT40 Tdp1-/-;hTDP1 cells + 20 nM CPT, ATP luminescence, 48 h; also: nearly all actives have a fitted effect of over 55% in size
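Cell growth measured by CellTiter-Glo luminescence after a minimum 48 h, 37 C compound exposure with 20 nM CPT in Tdp1-knockout DT40 cells stably expressing hTDP1, seeded 400/well; qHTS titration format.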
FEN1 inhibitor – human FEN1 inhibition; P39748; Recombinant FEN1 flap cleavage, fluorescence, 15 min; Potency, µM (top dose mostly 114 µM), for inactives: at the top dose activity change, negative = inhibition, most hits filed as inhibitors; actives 0.35% (n = 390,000); AID 588795; also: nearly all actives have a fitted effect of over 65% in size
Target sequence (P39748 whole entry, looked up): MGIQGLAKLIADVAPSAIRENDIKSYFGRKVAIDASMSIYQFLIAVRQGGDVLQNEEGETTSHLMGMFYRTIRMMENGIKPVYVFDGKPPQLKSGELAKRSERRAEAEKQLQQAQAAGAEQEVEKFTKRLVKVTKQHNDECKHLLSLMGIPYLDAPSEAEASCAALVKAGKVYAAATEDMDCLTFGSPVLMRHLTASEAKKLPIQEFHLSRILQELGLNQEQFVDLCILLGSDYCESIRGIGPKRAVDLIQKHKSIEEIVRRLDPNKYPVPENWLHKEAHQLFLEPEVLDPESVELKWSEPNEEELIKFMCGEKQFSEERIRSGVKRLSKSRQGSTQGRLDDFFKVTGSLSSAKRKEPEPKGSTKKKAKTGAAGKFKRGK
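Reaction started by adding substrate (50 nM final) to 10 nM enzyme after 15 min room-temperature compound preincubation. Reads at 0 and 15 min, with data normalized and fitted to a four-parameter Hill equation.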
* = called active by the depositor; ? = inconclusive; nt = no result given; & = joins results of further samples; [ ] = remark or other dose. Calls follow the shape of the dose curve; as a rule, active = well fitted curve in the direction sought with a large enough effect; inconclusive = small, poorly fitted or top-dose-only effect, or another doubt; inactive = no such curve, though single readings can be large; an effect the other way counts as inactive or inconclusive. % is scaled to controls: 0 for no effect and ±100 for the full control effect; potency is read from the fitted curve at half-maximal effect. The list is partial (hit frequency here may not be typical).

1) COc1ccc(C(CNC(=O)c2oc3ccc(Cl)cc3c2C)N2CCCCC2)cc1 (stereo unspecified)
2) CCOC(=O)c1c(-c2cccc(C)c2)csc1NC(=O)C1CC=CCC1C(=O)O (stereo unspecified)
3) c1ccc(-c2nc(NCc3cccnc3)c3ccccc3n2)cc1
4) CCN1CCN(CCC(=O)Nc2cc(C)ccc2C)CC1
5) COc1ccc(NC(=O)CN(C)CC(=O)NC(=O)NC2CCCCC2)cc1
6) COc1ccc(S(=O)(=O)N2CCOCC2)cc1NC(=O)CCNC(=O)c1ccc(Br)cc1
7) CC(C)c1nn2c(=O)cc(COC(=O)c3ccc4c(c3)OCO4)nc2s1
8) CC(=O)c1ccc(OCc2cc(C(=O)NCCc3ccc(Cl)cc3)no2)cc1
9) COc1ccc(/C=N/NC(=O)C(C)n2nnc3ccccc32)cc1OC (stereo unspecified)
10) Cc1ccc(NC(=S)Nc2ccc(S(=O)(=O)N3CCOCC3)cc2)cc1S(=O)(=O)N1CCOCC1

compound no. | 1 | 2 | 3 | 4 | 5 | 6 | 7 | 8 | 9 | 10
KAT2A inh | -3%&-7% | -12% | 3% | -5% | 2% | -8% | 1% | -4% | -9% | -2%
DT40 TDP1 CPT | 16µM* | -19% | 1% | 7% | -28% | ? | ? | 1% | -6% | ?
FEN1 inhibitor | -9%&-4% | -3% | -19% | 7% | 13% | 2% | 2% | 20% | -4% | 8%

Looked up one by one from the entries so far, 3 records:
6) COc1ccc(S(=O)(=O)N2CCOCC2)cc1NC(=O)CCNC(=O)c1ccc(Br)cc1
8) CC(=O)c1ccc(OCc2cc(C(=O)NCCc3ccc(Cl)cc3)no2)cc1
7) CC(C)c1nn2c(=O)cc(COC(=O)c3ccc4c(c3)OCO4)nc2s1

compound no. | 6 | 8 | 7
KAT2A inh | -8% | -4% | 1%
DT40 TDP1 CPT | ? | 1% | ?
FEN1 inhibitor | 2% | 20% | 2%

Carrying on:
11) COCC(C)NC(=O)CCS(=O)(=O)c1nc(-c2ccc(OC)cc2)cc(C(F)(F)F)n1 (stereo unspecified)
12) COc1ccc(CN2CCCC(CNC(=O)c3ccc(F)cc3)C2)cc1OC (stereo unspecified)
13) COc1cccc(C(=O)NC2CCN(C(=O)N3CCCCC3)CC2)c1
14) CN(CC(=O)N1CC=C(c2ccccc2)CC1)S(=O)(=O)c1ccc2c(c1)c(=O)n(C)c(=O)n2C
15) CC(C)NC(=O)COC(=O)c1ccc(Cl)c(S(N)(=O)=O)c1
16) NS(=O)(=O)c1ccc(NC(=S)N2CCN(c3ccccc3Cl)CC2)cc1
17) COc1cc(CN2CCN(C(=O)c3ccc(-c4ccccc4)cc3)CC2)cc(OC)c1OC
18) Cc1cccc(NC(=O)CSc2cccc[n+]2[O-])c1C
19) Cn1c(=O)cc(SCC(=O)NCC2CCCO2)c2ccc(Cl)cc21 (stereo unspecified)
20) O=C1C(C=NCC2CCCO2)=C(O)c2ccccc21 (stereo unspecified)

compound no. | 11 | 12 | 13 | 14 | 15 | 16 | 17 | 18 | 19 | 20
KAT2A inh | -2% | 0% | 3% | -10% | -12% | 3% | 0% | 1% | 0% | -4%
DT40 TDP1 CPT | 4.1µM* | -26% | -29% | ? | 17% | ? | 21µM* | -7% | 5% | -1%
FEN1 inhibitor | -19% | -13% | -3% | 2% | 3% | 3% | -8% | 6% | -13% | 4%

Two of the compounds above, with values under each structure.
Sequence of screens – KAT2A inh	DT40 TDP1 CPT	FEN1 inhibitor
12: COc1ccc(CN2CCCC(CNC(=O)c3ccc(F)cc3)C2)cc1OC (stereo unspecified)
 : 0%	-26%	-13%
2: CCOC(=O)c1c(-c2cccc(C)c2)csc1NC(=O)C1CC=CCC1C(=O)O (stereo unspecified)
 : -12%	-19%	-3%

Later entries:
21) O=C(Cn1ccc2ccccc21)Nc1ccc2c(c1)OCO2
22) O=C(N=C1N=C2C=CC(Br)=CN2Cc2ccccc21)c1ccc([N+](=O)[O-])cc1[N+](=O)[O-]
23) COc1ccccc1C(=O)NCCC(=O)N1CC=C(c2ccccc2)CC1
24) Cc1ccc(S(=O)(=O)N2CCc3ccccc3C2CC(=O)O)cc1 (stereo unspecified)
25) COc1ccc(-n2c(=O)c3c4c(sc3n3c(=S)[nH]nc23)COC(C(C)C)C4)cc1 (stereo unspecified)
26) CC(=O)Nc1ccc(NC(=O)CSc2nnc(CNc3ccc(F)cc3)n2CC2CCCO2)cc1 (stereo unspecified)
27) Cc1ccc(-c2ccccc2[C@@H]2C[C@H]3CN(C)C(=O)[C@]34CCCN24)o1
28) O=C(CCc1c[nH]c2ccccc12)NCCOc1ccccc1
29) CC(C)(C)OC(=O)N1CCC[C@H]1c1nnc(SCc2c(Cl)cccc2Cl)o1
30) CCCNC(=O)c1csc(Nc2cccc3ccccc23)n1

compound no. | 21 | 22 | 23 | 24 | 25 | 26 | 27 | 28 | 29 | 30
KAT2A inh | 6% | -2% | -3% | -7% | 0% | -7% | 0% | 3% | -11% | ?
DT40 TDP1 CPT | 21% | -16% | ? | -6% | -5% | 4% | 13% | 1% | ? | ?
FEN1 inhibitor | -10% | -3% | -3% | -1% | 0% | 0% | -1% | 2% | -1% | -13%

31) O=C(CNc1ccc(F)cc1F)NC(=O)NCc1ccco1
32) O=C(CCN1C(=O)S/C(=C\c2ccccc2)C1=O)N1CCCCC1
33) O=C(CNC(=O)c1ccccc1F)OCCCOC(=O)CNC(=O)c1ccccc1F
34) CCOC(=O)C1(Cc2ccccc2)CCN(Cc2ccc(COC)o2)CC1
35) COc1cccc(C2=C(C(C)=O)Sc3nnc(C4CCCCC4)n3N2C(C)=O)c1
36) O=c1[nH]cnc2c1cnn2Cc1ccccc1
37) Cc1ccc(C(=O)Nn2cnnc2)cc1
38) Cc1ccc2c(Cl)c(C(=O)NCC3CCCO3)sc2c1 (stereo unspecified)
39) COc1cccc(NC(=O)CN(C)C(=O)[C@@H]2CCCN2C(=O)c2cccs2)c1
40) CCc1ccc(NC(=O)[C@H](NC(=O)[C@@H]2Cc3ccccc3CN2)c2ccccc2)cc1

compound no. | 31 | 32 | 33 | 34 | 35 | 36 | 37 | 38 | 39 | 40
KAT2A inh | 3% | -6% | -7% | -16% | -9% | -15% | 12% | 18% | 0% | 1%
DT40 TDP1 CPT | 6% | ? | 3% | 12µM* | 7.3µM* | -23% | 7% | -26% | -27% | ?
FEN1 inhibitor | 1% | -9% | -3% | 14% | -17% | 1% | 12% | -7% | 19% | 2%

41) CN(C(=O)c1ccccc1C(=O)OCC(=O)c1ccc(F)cc1)c1ccccc1
42) COC(=O)c1scc(S(=O)(=O)C(C)(C)C)c1N
43) CCCN(CCC)C(=O)c1cc(-c2ccc3c(c2)OCO3)nc2ccccc12
44) O=S(=O)(Nc1cc(F)ccc1F)c1ccc2[nH]c3c(c2c1)CCCCC3
45) CC(C)(C)c1ccc(C(=O)C2CCCN(C(=O)CCn3cncn3)C2)cc1 (stereo unspecified)
46) CCOC(=O)N1CCN(C(=O)c2cc(COc3ccc4ncccc4c3)on2)CC1
47) NC(=O)c1ccc(NC(=O)CN2CCN(Cc3ccccc3)CC2)cc1
48) Cc1cccc(-c2noc(CCCC(=O)NCC3CCCO3)n2)c1 (stereo unspecified)
49) CC(=O)Nc1ccc(Cl)c(C(N)=O)c1
50) CCOC(=O)C1=C(CN2CCCCC2)NC(=O)NC1c1ccc(C)cc1 (stereo unspecified)

compound no. | 41 | 42 | 43 | 44 | 45 | 46 | 47 | 48 | 49 | 50
KAT2A inh | -4% | -1% | -2%[0.501 µM] | -8% | -30% | -14% | 21% | -5% | 3% | -4%
DT40 TDP1 CPT | ? | -3% | 15µM* | ? | ? | 6.5µM* | 2% | -14% | -21% | -14%
FEN1 inhibitor | 17% | -3% | -11% | -12% | -8% | 14% | -5% | 5% | 5% | -6%

51) CCCn1c(CNC(=O)c2ccccc2)nc2ccccc21
52) N#CC(c1ccc(Cl)cc1)c1cccc(Cl)n1 (stereo unspecified)
53) CCCc1nc(SCC(=O)Nc2nc3c(s2)CCCC3)c2ccccc2n1
54) Cc1ccc(OCCNC(=O)c2ccccc2O)cc1
55) Cc1onc(-c2c(F)cccc2Cl)c1C(=O)Nc1cccc(Cn2cccn2)c1
56) Cc1ccc(NC(=O)CSCC(=O)N2CCN(c3cccc(C(F)(F)F)c3)CC2)cc1
57) O=C(COc1ccccc1)N(Cc1nnc(-c2ccccc2Cl)o1)C1CC1
58) O=C(COC(=O)C1CCC1)Nc1ccc(Oc2ccccc2)cc1
59) COc1cc(CNC(=O)CCCC(=O)c2ccccc2)cc(OC)c1OC
60) Cc1cnc(CNc2ccnc(-c3cccc(NS(C)(=O)=O)c3)n2)cn1

compound no. | 51 | 52 | 53 | 54 | 55 | 56 | 57 | 58 | 59 | 60
KAT2A inh | ? | -7% | -3% | -12% | -11% | 1% | -10% | 0% | -1% | -8%
DT40 TDP1 CPT | -10% | 0% | ? | ? | -21% | ? | ? | -9% | ? | 6%
FEN1 inhibitor | -15% | -9% | 8% | -4% | -12% | -19% | -2% | -11% | -3% | nt

61) CCc1ccc(NC(=O)CN2CCN(C3CCCCC3)C(=O)C2=O)cc1
62) COc1cc(C(=O)NCCCc2nc3ccccc3n2Cc2cc(C)ccc2C)cc(OC)c1OC
63) Cc1[nH]n(-c2ccccc2)c(=O)c1C(=O)c1ccc(Cl)cc1
64) Cn1c(CNC(=O)Nc2ccccc2Cl)nnc1SCc1ccccc1
65) COc1ccc(CCn2c(C)cc(C(=O)COC(=O)c3cnc(C)cn3)c2C)cc1
66) Cc1ccc(-n2c(SCC(=O)Nc3ccc4c(c3)OCO4)nnc2-c2ccoc2C)cc1
67) COc1ccc(C(=O)CN2CCN(S(=O)(=O)c3ccc(F)cc3)CC2)cc1
68) Cc1cccc(-c2ccc3ncnc(NCc4cccs4)c3c2)c1
69) N#Cc1c([N+](=O)[O-])cc([N+](=O)[O-])cc1S(=O)(=O)Cc1ccccc1
70) CCOC(=O)CC(=O)Nc1c(C)cc(C)cc1C

compound no. | 61 | 62 | 63 | 64 | 65 | 66 | 67 | 68 | 69 | 70
KAT2A inh | -7% | -11% | -9% | -2% | 0% | -11% | -12% | 0%&-3% | 14µM* | -8%
DT40 TDP1 CPT | -27% | ? | ? | -23% | ? | -14% | ? | nt | 0.21µM* | -2%
FEN1 inhibitor | 7% | 16% | 0% | 4% | -3% | -2% | 4% | 4% | 79µM* | -2%

Filtered by structure: the entries above with a cyano group
52) N#CC(c1ccc(Cl)cc1)c1cccc(Cl)n1 (stereo unspecified)
69) N#Cc1c([N+](=O)[O-])cc([N+](=O)[O-])cc1S(=O)(=O)Cc1ccccc1

compound no. | 52 | 69
KAT2A inh | -7% | 14µM*
DT40 TDP1 CPT | 0% | 0.21µM*
FEN1 inhibitor | -9% | 79µM*

Further structures
71) CCC1CC(CSc2ncn[nH]2)OC1=O (stereo unspecified)
72) Cn1c(N2CCCC2)nc2c1c(=O)n(Cc1cccc(F)c1)c(=O)n2C
73) Cc1ccc(N/N=C/c2ccncc2)cc1
74) COc1ccc(NC(=O)CN(c2ccc(C)cc2)S(=O)(=O)c2cccs2)cc1
75) O=C(Nc1ccc(-c2cn3ccsc3n2)cc1)c1ccc(F)c(S(=O)(=O)N2CCOCC2)c1
76) O=C(N/N=C/C=C/c1ccccc1)c1n[nH]c2c1CCC2

compound no. | 71 | 72 | 73 | 74 | 75 | 76
KAT2A inh | -6% | -1% | 10% | -5% | -4% | 2%
DT40 TDP1 CPT | -25% | -23% | 0% | -6% | ? | 1.6µM*
FEN1 inhibitor | -4% | -12% | 4% | -5% | -12% | 6%

An excerpt from above, showing only KAT2A inh and FEN1 inhibitor:
nr	structure	KAT2A inh	FEN1 inhibitor
34	CCOC(=O)C1(Cc2ccccc2)CCN(Cc2ccc(COC)o2)CC1	-16%	14%
35	COc1cccc(C2=C(C(C)=O)Sc3nnc(C4CCCCC4)n3N2C(C)=O)c1	-9%	-17%
